Assay outcomes (PubChem)
UBC13 inh: human UBC13 polyubiquitination inhibition | inhibition, % at 20 µM | 330,000 compounds, 0.47% hits | UBC13 polyubiquitin chain formation, TR-FRET; in the data active = inhibition above about 45%, passing the limit was not always enough
697 NFkB inh: lowers PMA/ionomycin-induced NF-kB signal in 697 B cells; AID 435022; inhibition, % at 4 µM; 330,000 compounds, 0.33% hits; 697 B-cell NF-kB luciferase reporter, 16 h; in the data active = inhibition above about 35%
EBI2 antag: blocks human EBI2 receptor beta-arrestin signaling | P32249 | EBI2 beta-arrestin recruitment, luminescence, 7a,25-OHC stimulated | inhibition, % at 5 µM | 360,000 compounds, 0.81% hits | AID 651636; in the data active = inhibition above about 38%;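 also: enzyme fragment complementation signal reports receptor beta-arrestin coupling in cells; 0% = agonist plus DMSO wells and 100% = wells without agonist; some results beyond the cut were filed as inactive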
SENP8 inh: inhibitors of human SENP8 protease; 330,000 compounds, 1.2% hits; Q96LD8; AID 2540; inhibition, % at 10 µM; purified SENP8, Z-RLRGG-aminoluciferin cleavage, luminescence
Gli-Sufu block: antagonists of Gli-Sufu signaling; Sufu-KO-LIGHT fibroblasts, Gli luciferase reporter luminescence; inhibition, % at 5 µM; 340,000 compounds, 0.74% hits; AID 588413;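 active = inhibition above about 55%, limit read from the data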;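 also: 0% = DMSO-treated cells and 100% = wells with medium but no cells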
Apaf1 inhib: blocks human Apaf-1 apoptosome activity; O14727; reconstituted apoptosome caspase-3 activity, DEVD-Rh110 fluorescence; inhibition, % at 20 µM; 330,000 compounds, 0.71% hits; active = inhibition of at least 40% at 20 µM;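 also: plate controls were DMSO wells for no effect and DEVD-CHO caspase inhibitor wells for full effect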
Target sequence (O14727 whole entry, looked up): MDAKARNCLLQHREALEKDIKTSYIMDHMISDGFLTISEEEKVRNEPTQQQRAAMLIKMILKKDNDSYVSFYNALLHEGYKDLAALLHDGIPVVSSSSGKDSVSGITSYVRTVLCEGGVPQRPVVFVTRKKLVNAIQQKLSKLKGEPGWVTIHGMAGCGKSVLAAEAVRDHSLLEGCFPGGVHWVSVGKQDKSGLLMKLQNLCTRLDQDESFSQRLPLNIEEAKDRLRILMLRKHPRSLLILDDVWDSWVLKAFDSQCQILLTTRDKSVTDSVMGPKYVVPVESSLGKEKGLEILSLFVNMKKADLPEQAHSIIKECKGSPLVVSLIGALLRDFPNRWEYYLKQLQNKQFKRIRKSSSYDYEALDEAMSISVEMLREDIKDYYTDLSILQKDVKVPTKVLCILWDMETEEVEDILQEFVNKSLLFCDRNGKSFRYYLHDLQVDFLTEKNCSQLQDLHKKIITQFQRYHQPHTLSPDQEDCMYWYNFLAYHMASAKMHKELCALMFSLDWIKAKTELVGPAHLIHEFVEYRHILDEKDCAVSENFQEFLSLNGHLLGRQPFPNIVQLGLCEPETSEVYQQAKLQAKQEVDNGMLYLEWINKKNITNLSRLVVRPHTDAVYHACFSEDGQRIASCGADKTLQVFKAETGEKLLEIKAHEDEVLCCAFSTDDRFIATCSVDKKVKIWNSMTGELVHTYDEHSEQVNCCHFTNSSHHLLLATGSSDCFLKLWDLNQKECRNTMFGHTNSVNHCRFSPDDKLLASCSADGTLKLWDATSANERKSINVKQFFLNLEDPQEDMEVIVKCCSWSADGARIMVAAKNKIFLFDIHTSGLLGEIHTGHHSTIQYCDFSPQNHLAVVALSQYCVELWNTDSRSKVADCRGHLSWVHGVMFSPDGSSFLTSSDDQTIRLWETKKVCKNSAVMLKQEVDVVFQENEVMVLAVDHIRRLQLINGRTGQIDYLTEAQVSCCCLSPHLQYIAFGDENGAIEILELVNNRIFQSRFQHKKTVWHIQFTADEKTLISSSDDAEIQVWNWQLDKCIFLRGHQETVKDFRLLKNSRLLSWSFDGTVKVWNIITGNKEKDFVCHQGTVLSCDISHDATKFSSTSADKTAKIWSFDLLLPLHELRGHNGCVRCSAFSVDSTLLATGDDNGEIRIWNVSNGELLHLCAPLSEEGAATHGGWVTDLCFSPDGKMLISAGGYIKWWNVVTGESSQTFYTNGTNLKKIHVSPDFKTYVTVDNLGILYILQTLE
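Medium: Hepes buffer, pH 7.5 / System: biochemical Apaf-1 apoptosome reconstitution / Measured by: Rh110 fluorescence, excitation 480 nm, emission 540 nm / Times: compound with Apaf-1, dATP, procaspase-3 30 min, then 50 min reaction, room temperature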
Jurkat NFkB inh: lowers PMA/ionomycin-induced NF-kB signal in Jurkat cells. inhibition, % at 4 µM. 330,000 compounds, 0.53% hits. AID 435003. PMA/ionomycin-induced NF-kB luciferase reporter, luminescence
CCR6 antagonist: CCR6 (human) receptor antagonism; CHO-K1 CCR6 PathHunter beta-arrestin, luminescence, CCL20-stimulated; inhibition, % at 20 µM; AID 493098; P51684; 340,000 compounds, 0.49% hits;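 active = compounds whose inhibition of the agonist-driven luminescence signal at 20 µM reaches about 50%, limit read from the data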;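 also: cells stimulated with CCL20 at 14 nM final; plate controls were DMSO with CCL20 for no effect and DMSO without agonist for full effect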
* marks the source's active call; other numbers are inactive results; . = not tested or not shown. Rule as the data show it, unless noted: active = inhibition above about 50%; inactive = the rest. A portion of the library; count on the stated rates, not on these rows.

SMILES	UBC13 inh	697 NFkB inh	EBI2 antag	SENP8 inh	Gli-Sufu block	Apaf1 inhib	Jurkat NFkB inh	CCR6 antagonist
COC(=O)c1ccc(CNC(=O)CSC(C)C(=O)Nc2cc(C)on2)cc1 (stereo not given)	5.4	15.3	-8.4	4.7	-1.6	-9.8	0.4	3.5
Cc1ccc(Sc2ccncc2S(N)(=O)=O)cc1	-4.7	3.7	-9.2	-16.2	-7.3	7.9	-5.3	-4.4
Cc1ccc(C)c(OCC(O)CN2CCC(CN3C(=O)c4cccc5cccc(c45)C3=O)CC2)c1 (stereo not given)	44.1	-43.6	12.8	-3.5	50.7	16.6	41.1	-1.4
Cn1cccc1Cc1nnc(SCC(=O)Nc2cccc(Cl)c2)n1-c1ccc(F)cc1	8.8	4.9	12.0	-3.0	-11.5	3.8	6.8	6.1
CCCn1c(N)c(C(=O)COC(=O)CCS(=O)(=O)c2ccc(C)cc2)c(=O)[nH]c1=O	-7.1	-7.4	4.7	-5.3	-6.0	3.4	4.5	1.6
CCc1ccc(N(C(C)=O)c2nc(CCl)cs2)cc1	3.6	-8.3	-5.0	-4.8	20.5	-9.5	-10.0	-1.1
CCCCCn1c(=S)[nH]c2ncccc2c1=O	7.8	5.6	-6.1	-3.2	-24.0	-4.3	0.4	-3.6
Cc1ccc(-n2c(Cc3cccn3C)nnc2SCC(=O)N2CCc3ccccc32)cc1	10.6	5.6	41.2	-9.0	1.8	13.3	12.0	6.2
CCN1CCN(c2ccc(S(=O)(=O)N3CCCCC3)cc2NC(=O)c2cccc(C)c2)CC1	10.8	-6.4	-1.0	-1.5	24.0	22.1	6.5	17.4
Cc1cc(OCC(=O)N(C)C2CCCCC2)cc(C)c1Cl	3.2	-21.4	79.2*	-13.2	-15.0	9.4	-26.3	10.7
COc1ccccc1-c1sc2cc3c(cc2c1C#Cc1cncn1C)OCO3	45.1*	2.4	10.2	-11.8	7.6	31.1	0.4	-1.4
CCOC(=O)/C(C#N)=N/Nc1ccccc1C#N	-6.5	-21.8	-5.8	-17.0	17.2	-3.0	-5.8	19.2
COC(=O)c1ccc(COc2ccccc2/C=C(\C#N)C(=O)Nc2c(C)cc(C)cc2C)cc1	-18.8	-5.2	-3.8	-8.7	22.6	5.6	-5.3	12.9
Cn1c(SCC(=O)c2ccc3c(c2)Cc2ccccc2-3)nnc1-c1ccccc1	8.2	8.4	0.1	-0.2	-1.5	19.7	5.5	4.3
O=C(Nc1ccc(NC(=O)c2ccco2)cc1)c1ccc2c(c1)OCCO2	-1.2	-11.8	8.2	2.0	31.5	0.1	-34.3	6.2
COCCN1C2=C(COC(C)(C)C2)C(=S)NC1c1ccccc1 (stereo not given)	2.6	3.3	8.9	7.1	-22.0	-7.5	-5.2	-8.7
Cc1ccc(-c2csc(N(C)C(=O)c3c(C)nn(-c4ccccc4)c3Cl)n2)cc1	2.5	-2.6	10.5	-6.7	6.3	13.6	7.3	10.1
O=c1/c(=C/c2ccc([N+](=O)[O-])cc2)sc2n1CCCN=2	-3.9	-64.6	-9.8	-15.4	4.1	-0.9	-40.1	34.2
O=C(Cc1csc(NC(=O)Nc2ccc(Cl)cc2)n1)NC1CCCC1	-0.3	-32.9	7.1	-12.8	-8.7	17.5	-5.7	12.5
CCOC(=O)N/N=C1\CCS(=O)(=O)c2ccc(Cl)cc21	8.7	10.8	-3.8	-0.6	1.0	-5.1	-5.9	6.2

5 compounds from above, reduced to CCR6 antagonist and EBI2 antag:
compound | CCR6 antagonist | EBI2 antag
CCOC(=O)/C(C#N)=N/Nc1ccccc1C#N | 19.2 | -5.8
COC(=O)c1ccc(COc2ccccc2/C=C(\C#N)C(=O)Nc2c(C)cc(C)cc2C)cc1 | 12.9 | -3.8
Cn1c(SCC(=O)c2ccc3c(c2)Cc2ccccc2-3)nnc1-c1ccccc1 | 4.3 | 0.1
O=C(Nc1ccc(NC(=O)c2ccco2)cc1)c1ccc2c(c1)OCCO2 | 6.2 | 8.2
COCCN1C2=C(COC(C)(C)C2)C(=S)NC1c1ccccc1 (stereo not given) | -8.7 | 8.9

Following part
SMILES	UBC13 inh	697 NFkB inh	EBI2 antag	SENP8 inh	Gli-Sufu block	Apaf1 inhib	Jurkat NFkB inh	CCR6 antagonist
Cc1ccc(S(=O)(=O)N2[C@@H](c3ccc(Cl)cc3)C(C(=O)O)=CC[C@H]2c2ccc(Cl)c(Cl)c2)cc1	-22.3	-28.9	3.0	-4.2	0.0	20.6	-18.2	5.3
Cc1ccccc1-n1c(=O)cc(N2CCc3ccccc3C2)[nH]c1=O	-23.6	-10.7	-6.2	-2.2	-2.4	11.8	11.4	-1.8
O=C1c2ccccc2C(=O)N1CN(C(=O)COc1ccccc1)c1ccc(F)cc1	2.0	-17.9	-2.9	-9.9	-0.8	12.2	1.7	10.3
NS(=O)(=O)c1ccc(CNC(=O)/C=C/c2ccc(S(=O)(=O)N3CCOCC3)cc2)cc1	0.3	14.7	-14.9	2.9	0.4	-21.7	-1.4	5.0
COc1ccc(-n2c(SCC(=O)C(C)(C)C)nc3ccsc3c2=O)cc1	0.8	7.8	4.8	1.4	-10.7	-2.2	-0.3	1.3
COc1ccc(/C=C/C(=O)Nc2ccc(S(=O)(=O)Nc3cc(C)nc(C)n3)cc2)cc1OC	0.7	16.1	-8.7	4.5	24.9	0.0	1.5	14.3
O=[N+]([O-])c1cccc(S(=O)(=O)Nc2ccc(S(=O)(=O)N3CCCC3)cc2)c1	7.3	26.1	-3.1	5.9	-5.2	-3.0	1.5	7.5
COCCn1c(-c2ccc(C#N)cc2)nc2c1c(=O)[nH]c(=O)n2Cc1ccccc1	13.3	5.3	9.1	-1.6	8.9	7.7	-0.7	7.1
O=C1CC[C@@H](O)CCN1CC[C@H](Sc1ccc(Br)cc1)c1ccccc1	20.0	-4.1	14.9	-1.0	-3.5	7.4	-2.4	-0.2
CC(C)CC(C)NC(=O)c1ccc(C(F)(F)F)cc1 (stereo not given)	-5.7	13.7	-9.9	-13.0	-20.6	-11.4	-7.3	10.6
Cc1cc(/C=N/Nc2nc(N)ncc2[N+](=O)[O-])c(C)n1-c1cccc(C(F)(F)F)c1	-88.2	-103.1	.	-16.2	.	-8.2	-115.2	.
CC1CC(C)CN(CCOCCSc2ccccc2)C1 (stereo not given)	9.6	-4.6	-0.6	-4.9	11.2	7.2	-21.2	-2.3
O=C(Nc1cc(Cl)cc(Cl)c1)N1CCN(C(=O)C2CCCO2)CC1 (stereo not given)	-2.4	7.9	-2.9	-5.2	0.3	2.5	-5.7	1.0
CCSc1nnc(NC(=O)CSc2nc(C)cc(C)n2)s1	-1.3	4.9	4.2	-0.4	-2.9	-1.3	2.3	2.8
CCCCNc1ccc(C(CC(N)=O)NC(=O)Cc2ccc(Br)cc2)cc1[N+](=O)[O-] (stereo not given)	-46.7	-2.8	5.5	6.0	2.5	-15.8	29.5	14.8
Cc1cc(C)c(C(=O)COC(=O)c2ccc(NC(=O)CC#N)cc2)cc1C	-10.6	15.3	9.8	-0.4	-5.0	6.0	-16.2	4.9
COC(=O)CCC(=O)OC1(C)C(=O)C=C2C=C(C3CC3)N(C3CCCCC3)C=C2C1=O (stereo not given)	-62.0	7.0	-27.4	7.8	-5.1	62.4*	-14.4	-1.7
Cc1ccc(C(=O)NCC(=O)OCC(=O)c2ccccc2)s1	-6.1	-3.3	-12.3	5.5	-1.1	-17.8	1.9	5.6
Cc1cc(Cl)ccc1OCCCC(=O)Nc1cccc(-n2cnnn2)c1	-0.5	8.1	-0.8	-8.4	-4.2	14.7	8.6	17.9
COc1ccc(NC(=S)N2CCC(N(C)CCN3CCOCC3)CC2)cc1Cl	9.1	15.1	-16.1	0.1	6.1	-7.2	-11.1	4.9

Three structures from above, sorted by length of the SMILES, rising:
SMILES	UBC13 inh	697 NFkB inh	EBI2 antag	SENP8 inh	Gli-Sufu block	Apaf1 inhib	Jurkat NFkB inh	CCR6 antagonist
CC1CC(C)CN(CCOCCSc2ccccc2)C1 (stereo not given)	9.6	-4.6	-0.6	-4.9	11.2	7.2	-21.2	-2.3
Cc1cc(Cl)ccc1OCCCC(=O)Nc1cccc(-n2cnnn2)c1	-0.5	8.1	-0.8	-8.4	-4.2	14.7	8.6	17.9
NS(=O)(=O)c1ccc(CNC(=O)/C=C/c2ccc(S(=O)(=O)N3CCOCC3)cc2)cc1	0.3	14.7	-14.9	2.9	0.4	-21.7	-1.4	5.0

(further entries)
SMILES	UBC13 inh	697 NFkB inh	EBI2 antag	SENP8 inh	Gli-Sufu block	Apaf1 inhib	Jurkat NFkB inh	CCR6 antagonist
CC1(CC(=O)O)SC(=O)NC1=O (stereo not given)	-7.0	-11.5	3.0	3.0	1.0	5.6	1.6	-25.7
COc1ccc(NC(=O)c2cc3ccccc3o/c2=N\NS(=O)(=O)c2ccc(C)cc2)cc1	-14.7	-8.9	15.9	5.7	-48.0	-16.2	-80.5	14.6
Cc1c(NC(=O)CSc2ncn[nH]2)c(=O)n(-c2ccccc2)n1C	4.8	21.3	-7.0	4.6	-1.9	-10.2	6.2	-8.2
COc1ccc(C2(C(=O)NCCN3CCOCC3)CCOCC2)cc1	18.2	21.5	-8.5	-0.8	-4.0	-6.4	13.0	-4.3
NC(CSS(=O)(=O)O)=NCCC12CC3CC(CC(O)(C3)C1)C2	-1.7	-5.1	-10.7	-16.4	-1.2	15.4	-14.7	-2.6
Nc1c(C(=O)c2ccccc2)sc2c1c(=O)[nH]c(=O)n2-c1ccccc1	2.9	-12.1	9.6	8.8	6.2	-6.5	21.7	-5.3
O=C1CC(=O)N(CCc2ccccc2)C(=O)N1CCc1ccccc1	-14.6	9.8	8.8	1.4	-1.3	28.5	-9.8	-22.0
Cc1cc(C)c(C(=O)/C=C/c2ccc(C(C)C)cc2)c(=O)[nH]1	-2.4	24.7	14.5	-0.1	-7.2	-0.2	25.6	-0.6
Cc1ccc(C(=O)NC(=S)N(C)Cc2ccccc2)cc1	5.1	-31.2	7.5	-2.4	-5.1	-9.0	-19.2	12.6
COc1ccc(N2CCN(C(CNC(=O)C(C)(C)C)c3ccco3)CC2)cc1 (stereo not given)	-8.6	-2.9	-17.8	-9.2	1.7	-4.9	-8.8	8.7
CC(=O)Nc1ccc(S(=O)(=O)NCCC(=O)OC(C)C(=O)c2ccc(C)cc2)cc1 (stereo not given)	0.1	-54.9	-5.0	-2.2	9.8	1.5	7.5	7.8
O=c1[nH]c(-c2cccs2)nc2ccccc12	-5.3	-45.6	0.9	-11.8	-8.0	-1.0	-11.3	-1.2
O=C(COC(=O)Cc1ccc(Br)cc1)NCC1CCCO1 (stereo not given)	-7.7	13.1	-3.9	-0.8	1.3	5.5	3.9	12.1
COc1ccccc1CNC(=O)C1Cc2cc(S(=O)(=O)N3CCCC3)ccc2N1C(C)=O (stereo not given)	-8.8	6.4	7.6	8.6	24.4	10.3	-5.4	13.8
COc1ccc(N2CCN(S(=O)(=O)c3ccc(Br)s3)CC2)cc1	7.5	12.6	2.5	7.7	13.0	11.7	9.5	4.6
COc1ccc(-c2cnnc(N/N=C/c3ccc(O)cc3)n2)cc1	-21.5	-86.1	15.8	-4.5	18.6	-35.4	-18.6	6.2
C[C@H]1CCC[C@@]2(O[C@@H](CCO)C[C@@H](O)[C@@H]2O)O1	2.0	10.5	-29.2	-1.5	-11.3	0.5	0.9	1.0
N#C/C(=C\c1cc(Br)ccc1F)C(=O)NC1CC1	0.2	4.7	-12.2	-4.1	35.6	15.3	10.7	4.5
CCc1ccc(C(=O)NNC(=O)c2ccc(=O)n(C)n2)cc1	2.1	13.0	3.3	6.2	0.6	10.2	-2.6	-0.4
CCO[C@@H]1OC(C(=O)NCc2ccccc2)=C[C@H](c2ccc(C(F)(F)F)cc2)[C@H]1CCCO	14.4	5.6	16.1	-6.1	15.8	21.8	-0.2	7.0
COc1cc(C(=O)NC(C(=O)Nc2cccc(C(C)=O)c2)C(C)C)cc(OC)c1OC (stereo not given)	2.4	8.0	-13.7	-2.3	16.2	-8.5	-15.5	6.6
c1ccc(-n2c3ccccc3c3ccccc32)cc1	4.6	-15.4	11.8	-6.0	1.8	4.9	5.8	8.7
O=S(=O)(c1ccc(S(=O)(=O)N2CCN(C/C=C/c3ccccc3)CC2)cc1)N1CCCC1	4.9	20.8	16.8	-3.1	8.5	15.3	9.6	12.4
CCCCOC(=O)c1ccc(NC(C)=O)cc1	-3.8	-21.8	0.2	-6.2	-13.8	8.2	-24.1	17.8
